# RmlC RmlD mix: RmlC/RmlD inhibition, mixture screen; RmlC/RmlD coupled enzyme inhibition, 384-well mixture HTS; inhibition, % at 5.5 µM; actives 0.39% (n = 110,000); AID 1532; in the data active means inhibition above about 30%, passing the limit was not always enough; further: strong numbers were not always called active
# RT RNaseH block: inhibitors of HIV-1 reverse transcriptase RNase H | P04585 | RT-RNase H RNA/DNA duplex cleavage, fluorescence | inhibition, % at 10 µM | actives 1.9% (n = 65,000) | AID 565; in the data active means inhibition above about 50%
# Active calls of the source: *; i = inactive; . = no result given. This is a subset. The share of hits here may be higher or lower than overall.
# Results follow in this order: RT RNaseH block | RmlC RmlD mix
CC(c1ccccc1)C1C(C#N)=C(N)OC2=C1C(=O)CC(C)(C)C2 (centres undefined)
→ -7 | 6
O=C(Nc1cc(C(F)(F)F)ccc1F)C1CCCCC1
→ . | 5
Cc1cccc(N2CCN(C(=O)CS(=O)(=O)Cc3nc(-c4ccccc4F)oc3C)CC2C)c1 (centres undefined)
→ -22 | -13
Cc1nc(CC(=O)N2CCN(S(=O)(=O)c3ccccc3C#N)CC2)cs1
→ 3 | 3
Cc1ccc(N(Cc2ccc([N+](=O)[O-])cc2)C(=O)c2ccco2)cc1
→ . | -10
O=S(=O)(Nc1cccc2c1ccc1cccn12)c1cccs1
→ . | -6
Clc1ccc(-n2nnc(-c3nccs3)n2)cc1Cl
→ . | -3
CCCCn1nc2cc(C(=O)NCc3ccc(C(F)(F)F)cc3C(F)(F)F)ccc2c1OCC
→ . | 4
Cc1ccc(NCC(=O)N/N=C/c2ccc(OC(=O)c3ccco3)cc2)cc1
→ . | 7
CC(C)COc1ccc(-c2nnn(CC(=O)N3CCCC3)n2)cc1
→ -4 | -8
O=C(Cc1cccc2ccccc12)Nc1nc2ccccc2[nH]1
→ . | 8
CCOc1cccc(C(=O)Nc2cccc(-c3nnc(-c4ccccc4)o3)c2)c1
→ 33 | -8
O=C(CN1C(=O)C2CC=CCC2C1=O)NC1=NCCS1 (centres undefined)
→ -1 | -6
CC(C)CNC(=S)N1CCN(C)CC1
→ . | 7
CN1CCN(C(=O)C2=C[C@@H](C(C)(C)C)C[C@@H](OCc3ccc(CO)cc3)O2)CC1
→ . | 4
CC(C)NC(=O)CSc1nnc(-c2ccco2)n1N
→ . | -11
O=C(NCN1CCCCC1)c1cccnc1
→ -8 | 9
N#CCc1ccc(C(=O)c2ccccc2F)s1
→ . | 10
Cc1ccc(C)c(OCC(=O)N2CCOCC2)c1
→ . | -20
CC(C)CNC(=O)c1ccccc1NC(=O)CN(c1ccc2c(c1)OCCO2)S(C)(=O)=O
→ -13 | -2
Cc1ccc(-n2ncc3c(=O)n(CC(=O)NC4CCCC4)cnc32)cc1C
→ 0 | 3
CN(C)c1ccc(CN(C(=O)COc2ccc(Br)cc2)C2CCS(=O)(=O)C2)cc1 (centres undefined)
→ 10 | 6
COc1ccccc1NC(=O)CCc1nc(-c2cccs2)no1
→ -8 | .
CN1c2ccccc2Oc2c(c(=O)n(C)c(=O)n2C)C1c1cccc([N+](=O)[O-])c1 (centres undefined)
→ . | -10
Cc1cc(NC(=O)C2CC(c3ccc(Cl)cc3)=NO2)no1 (centres undefined)
→ . | -14
O=C(NCc1ccccc1)c1ccc2c(=O)n(CCCN3CCCC3=O)c(=S)[nH]c2c1
→ . | -9
CCCCn1c(SCC(=O)N2CCOCC2)nnc1-c1ccoc1C
→ . | 4
COc1ccc(N2CCN(Cc3nc4c(c(=O)n(C)c(=O)n4C)n3C(C)C(C)=O)CC2)cc1 (centres undefined)
→ . | -13
Cc1ccc(S(=O)(=O)Nc2nc3ccc(S(C)(=O)=O)cc3s2)cc1
→ 3 | -7
CCOC(=O)c1c(NC(=O)CSc2nnnn2-c2ccc3c(c2)OCO3)sc(C)c1C
→ -16 | 3
COc1ccc(N2CSC3=C(C#N)C(c4cc(OC)ccc4OC)CC(=O)N3C2)c(OC)c1 (centres undefined)
→ 86* | 6
Cc1nc(NCCCN2CCOCC2)c2oc3ccccc3c2n1
→ -6 | 7
C/C=C/CSc1nc2c(c(=O)[nH]c(=O)n2C)n1Cc1ccc(C)cc1
→ 80* | -9
Nc1c(-c2ccccc2)cnn1-c1cccc(C(F)(F)F)c1
→ . | 19
CCOCCCNC(=O)c1c[nH]c2ccc(S(=O)(=O)Nc3cccc(OC)c3)cc2c1=O
→ -9 | 12
Cc1ccc(-c2csc3nc4cc(C(N)=O)ccc4c(=O)n23)cc1
→ . | 18
Cc1ccc(NC(=O)CCNS(=O)(=O)c2ccc3c(c2)oc(=O)n3C)c(C)c1
→ -6 | 8
COC(=O)CSc1nnc(CNS(=O)(=O)c2ccc(Cl)cc2)n1C
→ . | 7
CCOc1ccc(NC(=O)CSc2nc(C)cc(C)n2)cc1
→ . | 5
CCC(CC)C(=O)NCCc1ccc(OC)c(OC)c1
→ -7 | 4
Cc1onc(-c2ccccc2Cl)c1-c1nc(-c2ccccn2)no1
→ -46 | .
Cc1ccc(-c2cc(C(F)(F)F)c(C#N)c(SCCC#N)n2)o1
→ 23 | -278
CCCc1[nH]nc2c1C(C1CC=CCC1)C(C#N)=C(N)O2 (centres undefined)
→ -54 | .
C/C(N)=C(/C#N)C(=O)CSc1nnnn1-c1ccccc1
→ . | -25
O=C(CN1C(=O)c2ccccc2C1=O)NCC1COc2ccccc2O1 (centres undefined)
→ -15 | 13

# An excerpt of these results, as comma-separated lines:
molecule,RT RNaseH block,RmlC RmlD mix
COc1ccc(N2CSC3=C(C#N)C(c4cc(OC)ccc4OC)CC(=O)N3C2)c(OC)c1 (centres undefined),86*,6
Cc1nc(NCCCN2CCOCC2)c2oc3ccccc3c2n1,-6,7
C/C=C/CSc1nc2c(c(=O)[nH]c(=O)n2C)n1Cc1ccc(C)cc1,80*,-9
Nc1c(-c2ccccc2)cnn1-c1cccc(C(F)(F)F)c1,.,19
CCOCCCNC(=O)c1c[nH]c2ccc(S(=O)(=O)Nc3cccc(OC)c3)cc2c1=O,-9,12
Cc1ccc(-c2csc3nc4cc(C(N)=O)ccc4c(=O)n23)cc1,.,18
Cc1ccc(NC(=O)CCNS(=O)(=O)c2ccc3c(c2)oc(=O)n3C)c(C)c1,-6,8
COC(=O)CSc1nnc(CNS(=O)(=O)c2ccc(Cl)cc2)n1C,.,7
CCOc1ccc(NC(=O)CSc2nc(C)cc(C)n2)cc1,.,5
CCC(CC)C(=O)NCCc1ccc(OC)c(OC)c1,-7,4
Cc1onc(-c2ccccc2Cl)c1-c1nc(-c2ccccn2)no1,-46,.
Cc1ccc(-c2cc(C(F)(F)F)c(C#N)c(SCCC#N)n2)o1,23,-278
CCCc1[nH]nc2c1C(C1CC=CCC1)C(C#N)=C(N)O2 (centres undefined),-54,.
C/C(N)=C(/C#N)C(=O)CSc1nnnn1-c1ccccc1,.,-25
O=C(CN1C(=O)c2ccccc2C1=O)NCC1COc2ccccc2O1 (centres undefined),-15,13

# Remaining list, next part.
# Results follow in this order: RT RNaseH block | RmlC RmlD mix
Cc1ccc(S(=O)(=O)N2CCC(C(=O)N[C@H](C(=O)NCc3ccco3)C(C)C)CC2)cc1
→ -6 | -13
CC(NC(=O)NCc1cccnc1)(C(F)(F)F)C(F)(F)F
→ -14 | -10
CSc1nnc(Cn2c(=O)sc3ccccc32)n1C
→ -11 | -9
Cc1ccc(S(=O)(=O)c2cc3c(=O)n4cccc(C)c4nc3n(Cc3ccco3)c2=N)cc1C
→ 21 | .
COc1ccc(NS(=O)(=O)c2ccc(OCC(=O)N3CCCC3)cc2)cc1
→ 1 | -2
Cc1ccccc1NC1C=CS(=O)(=O)C1 (centres undefined)
→ 2 | 4
CC(c1ccccc1F)n1cc(C(=O)NCCCn2ccnc2)nn1 (centres undefined)
→ . | -14
COCCNC(=O)C(c1ccc(C)o1)N(Cc1ccco1)C(=O)c1snc(C(N)=O)c1N (centres undefined)
→ . | -22
CCC(C)(C)n1nnnc1C(c1ccccc1OC)N1CCSCC1 (centres undefined)
→ -8 | -11
N=c1c[n+](CC23CC4CC(CC(C4)C2)C3)[n-]o1
→ -13 | 14
O=c1[nH]c(N2CCN(c3ccccc3)CC2)nc2c1CCC2
→ -9 | -13
COc1ccc(OC)c(S(=O)(=O)Nc2cnc3ccccc3c2)c1
→ -18 | -1
C/C(=N\NC(N)=S)C12CC3CC(CC(C3)C1)C2
→ . | -3
COC(=O)c1cc(Br)c(=O)n(CC(C)C)c1
→ -6 | 3
CCN1CCN(Cc2ccc(OC(F)(F)F)cc2)CC1
→ -3 | -9
CCn1c(/C=C/N(C)c2ccccc2)[n+](CC)c2ccc(Cl)cc21
→ . | -2
COc1ccc(-c2cc3nc(C)c(CCC(=O)NCc4ccco4)c(C)n3n2)c(OC)c1
→ -7 | -8
COC(=O)CC(NS(=O)(=O)c1cccs1)c1ccccc1Cl (centres undefined)
→ . | 7
CCCOc1ccc(C(C)=O)cc1CSc1nc(O)cc(=O)[nH]1
→ . | 7
COC1(OC)N=C(NC(=O)Nc2ccccc2)C2(C#N)C(c3ccccc3)C12C#N (centres undefined)
→ -1 | 6
CCOC(=O)CCSc1nc(C)cc(C(F)(F)F)c1C#N
→ -29 | -17
O=c1cccc2n1CC1CC2CN(Cc2c(Cl)cccc2Cl)C1 (centres undefined)
→ -23 | -32
CCCOc1ccc(CNC(=S)N/N=C/c2ccc([N+](=O)[O-])cc2)cc1
→ . | -4
CCN(CC)S(=O)(=O)c1cc(C(=O)Nc2ccccc2C(=O)O)ccc1OC
→ 3 | 6
CC1CCN(C(=O)CNC(=O)Cn2ccc3ccccc3c2=O)CC1
→ -18 | -15
O=C(NCCN1CCN(c2ccccc2F)CC1)C1c2ccccc2C(=O)N2CCc3ccccc3C12 (centres undefined)
→ -1 | i
COC(=O)CNC(=O)COC(=O)c1cc(Cl)cc(Cl)c1N
→ 2 | 105
CS(=O)(=O)NCCSCc1ccc(Cl)cc1
→ -10 | -8
CC1=CC(=C(C#N)c2nc3ccccc3s2)C=C(C)N1Cc1ccco1
→ 0 | -2
c1ccc(CN(Cc2ccco2)C(c2ccncc2)c2nnnn2C2CCCC2)cc1 (centres undefined)
→ -8 | 7
CCOc1ccc(C)cc1S(=O)(=O)Nc1cccnc1
→ -8 | -88
Cc1ccc(C(=O)NCCN(C)C)c(C)c1
→ -4 | -15
COC(=O)c1[nH]c(C)c(/C(O)=C2\C(=O)C(=O)N(CCN(C)C)C2c2ccc(C)o2)c1C (centres undefined)
→ 3 | 7
COC(=O)c1cc(NC2c3ccccc3C(=O)N2c2ccc(Cl)cn2)cc(C(=O)OC)c1 (centres undefined)
→ -10 | 4
C=CCn1c(C)c(C(C)=O)c(N2CCCC2)nc1=S
→ -5 | 1
COc1ccc(CNC(=O)NS(=O)(=O)c2ccc(C)cc2)cc1
→ . | -7
CN(C(=O)c1ccccc1C(=O)c1ccccc1)C1CCS(=O)(=O)C1 (centres undefined)
→ -4 | -39
CN1CC(=O)N/C1=N\C(=O)Nc1ccc2c(c1)N(C)C(=O)CS2
→ -3 | -10
CC(=O)Nc1ccc(C(=O)CSc2nnc(C)o2)cc1
→ 23 | 20
CC1CCN(C(=O)COC(=O)c2cc3ccccc3cc2O)CC1
→ -8 | -7
O=C(c1ccc(=O)oc1)N1CCCc2ccccc21
→ -4 | -71
CCOC(=O)N1CCN(C(=O)c2ccccc2NC(=O)c2ccc(OC)cc2)CC1
→ -8 | 1
COC(=O)c1ccc(COc2cc(O)c3c(c2)OC(C)(C)CC3=O)cc1
→ -42 | 0
CCOC(=O)N1CCC(Nc2c(OCC)c(=O)c2=O)CC1
→ -3 | 4
COC(=O)c1cc(Cl)c(NS(=O)(=O)c2ccccc2)cc1OC
→ -10 | -17
CC(C)(C)CC(=O)Nc1ccc(Nc2ccccc2)cc1
→ . | -12
CC(=O)c1cc(-c2ccccc2)n(CC(=O)NCc2cccs2)c1C
→ -17 | -8
CCN1CCN(c2ccc(NC(=O)c3cccnc3)cc2Cl)CC1
→ -13 | -10
CC(C)c1nnc(NC(=O)c2cccnc2)s1
→ . | -19
Cc1cc(N2CCN(C/C=C/c3ccccc3)CC2)n2ncnc2n1
→ 6 | -11
COc1ccc(-c2nsc(C(=O)N(c3ccc(F)cc3)C(C(=O)NC3CCCC3)c3ccc(OC)cc3)c2N)cc1 (centres undefined)
→ . | 1
CC(C)(C)c1ccc(COC(=O)CNC(=O)CNC(=O)Cc2ccccc2)cc1
→ . | 15
CCC(C)NC(=O)Cn1c(=O)n(CCCC(=O)NCc2ccccc2Cl)c(=O)c2ccccc21 (centres undefined)
→ . | 0
Cc1nc(NC(=O)CC(C)C)sc1-c1csc(Nc2ccc(Cl)cc2Cl)n1
→ . | -13
O=C(O)c1ccc(-c2noc(-c3ccccc3C(F)(F)F)n2)cc1
→ . | -11
N#C/C(=C(/O)C(Cl)c1ccccc1)c1nc2ccccc2s1 (centres undefined)
→ . | -7
COC(=O)CC1=C(C(=O)OC)C2(C(=O)Nc3c(C)cccc32)C(C#N)=C(N)O1 (centres undefined)
→ -5 | -21
Fc1ccc(N2CCN(Cc3ccc4c(c3)OCO4)CC2)cc1
→ -5 | -9
CC(C)(C)c1ccc(S(=O)(=O)N2CC3CC(C2)c2cccc(=O)n2C3)cc1 (centres undefined)
→ . | 9
Cc1ccccc1NC(=O)CSc1nnc(Cc2cccn2C)n1-c1ccc(F)cc1
→ -23 | 8

# The list goes on:
# Results follow in this order: RT RNaseH block | RmlC RmlD mix
Cc1noc(C)c1CSc1nc2ccccc2n1CCc1ccccc1
→ 4 | 2
Cc1c(Cl)cccc1NC(=O)CCN1CCCCC1
→ -8 | 30
Nc1c(C(=O)Nc2ccccc2F)sc2nc(Cc3ccccc3)cc(C(F)(F)F)c12
→ . | -6
CCOC(=O)c1cnc2c(C)c(Cl)ccc2c1N1CCOCC1
→ -2 | .
CCSc1nnc(C)c2ccccc12
→ -21 | -9
CCCN1Cc2cccc(C(=O)Nc3ccc4c(c3)OCO4)c2C1=O
→ -7 | .
O=C(c1c[nH]c2ccc(S(=O)(=O)N3CCOCC3)cc2c1=O)N1CCCC1
→ -5 | 1
COc1cccc(-c2cc(C(=O)Nc3cccc(O)c3)no2)c1
→ -6 | 7
O=C(C1CCN(S(=O)(=O)c2cccnc2)CC1)N1CCN(C2CCCC2)CC1
→ -5 | -7
O=C(CN1C(=O)c2ccccc2C1=O)N1CCN(C(=O)c2ccco2)CC1
→ . | 6
COc1ccc(C2=NOC(C(=O)NCC(C)C)C2)cc1 (centres undefined)
→ 2 | -13
Cc1cc(S(=O)(=O)NCCCN2CCOCC2)ccc1F
→ 20 | .
CCN(CC)C(=O)c1oc2ccc(S(=O)(=O)N3CCCCCC3)cc2c1C
→ . | 6
